Screening results: PubChem BioAssay, several laboratories
PPC-1+TRAIL kill – compounds killing PPC-1 cancer cells with TRAIL present (potentiator screen, no TRAIL-free arm). PPC-1 cells + TRAIL, ATPLite viability luminescence. cell killing (% activity), % at 4 µM. 220,000 tested, 0.41% active;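 active = cell killing above 50% in the first pass at 4 µM, then a duplicate retest at 5 µM averaging 50% or more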;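 also: plate controls were cells with TRAIL plus DMSO for no effect and medium-only wells lacking cells for full effect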
NPY1 pot ag – potentiators or agonists of human neuropeptide Y receptor Y1; P25929; NPY-Y1 expressing cells, potentiator/agonist activation; activation, % at 3.6 µM; 220,000 tested, 0.37% active; in the data active = activation above about 33%, passing the limit was not always enough;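 also: cells stimulated with NPY at EC10 then isoproterenol at EC100; 0% = low agonist plus stimulus and 100% = saturating agonist plus stimulus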
Target sequence (P25929 whole entry, looked up): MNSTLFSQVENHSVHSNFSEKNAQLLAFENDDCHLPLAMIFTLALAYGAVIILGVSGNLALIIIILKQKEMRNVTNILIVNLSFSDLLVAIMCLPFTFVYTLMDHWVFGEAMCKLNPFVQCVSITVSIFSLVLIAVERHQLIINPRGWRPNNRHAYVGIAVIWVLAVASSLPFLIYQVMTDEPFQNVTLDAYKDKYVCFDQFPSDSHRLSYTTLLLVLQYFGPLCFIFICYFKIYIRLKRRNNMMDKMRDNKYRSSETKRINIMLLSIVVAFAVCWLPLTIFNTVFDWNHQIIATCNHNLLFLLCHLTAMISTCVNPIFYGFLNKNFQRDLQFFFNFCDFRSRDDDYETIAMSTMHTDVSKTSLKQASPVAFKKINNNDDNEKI
14-3-3 Bad PPI – disrupts binding of bovine 14-3-3 zeta to phospho-Bad peptide; TR-FRET 14-3-3zeta/Dy647-pBad peptide displacement, 1 h; inhibition, % at 21.7 µM; 220,000 tested, 0.71% active;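 active = inhibition above about 70%, limit read from the data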;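 also: 0% = full 14-3-3 plus peptide FRET controls and 100% = background without 14-3-3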
CHOP inhibitor – inhibitors of CHOP induction in ER stress response; CHO-K1 CHOP-promoter luciferase, tunicamycin-induced, 15-18 h; inhibition, % at 10 µM; 220,000 tested, 3.8% active;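 active = compounds that reduced the stress-induced luciferase reporter signal by more than about 70% of percent inhibition, limit read from the data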;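 also: 0% = tunicamycin plus vehicle and 100% = wells without tunicamycin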
EP2 modulator – EP2 receptor (human) modulation; EP2-expressing cells, cAMP HTRF FRET, PGE2 co-stimulation; induction, % at 25 µM; 260,000 tested, 0.83% active; AID 940;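 active = compounds whose cAMP rise, as percent of the full-agonist control response, exceeds 60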;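 also: rat C6 glioma line stably carrying human EP2 under a CMV promoter; the protocol text gives 20 µM as final concentration; 100% = response of wells given 1 µM PGE2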
EP2 antag – blocks the human prostaglandin E2 receptor EP2 | C6 glioma cells expressing human EP2, cAMP TR-FRET; cells stimulated with saturating PGE2 | inhibition, % at 25 µM | 260,000 tested, 0.52% active | AID 1422;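 active = percent inhibition above 40 after rounding to a whole number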;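 also: rat C6 glioma host cells with rolipram phosphodiesterase inhibitor present; the protocol text gives 20 µM as final concentration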
NPY Y1 blocker – blocks the human neuropeptide Y Y1 receptor; P25929; HEK293-CNG Y1 cells, membrane potential fluorescence; NPY at EC95, then isoproterenol; inhibition, % at 3.6 µM; 200,000 tested, 1% active; AID 1040;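 active = inhibition above the campaign mean inhibition of all tested compounds plus 3 SD, cut at about 20% in these data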;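 also: 0% = DMSO wells given NPY plus isoproterenol and 100% = isoproterenol alone without NPY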
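Assay system: HEK293 Y1/CNG channel cell line; Doses: single compound dose of 3.6 µM, 0.4% DMSO; Timing: dye 3 h, compound 60 min room temperature, stimulation 45 min; Technique: Membrane-potential fluorescent dye readout; Measure: % inhibition of NPY effect.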
TRPML3 agonist – human mucolipin-3 channel agonism; Q8TDD5; HEK293 TRPML3-YFP, Fluo-8 calcium fluorescence; 100% = the carbachol control signal; activation, % at 3 µM; 220,000 tested, 0.29% active;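 active = activation above its plate's cutoff, the mean activation of the plate's test wells plus 3 SD, cut at about 12% in these data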;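 also: 0% = DMSO only wells and 100% = carbachol wells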
Target sequence (Q8TDD5 whole entry, looked up): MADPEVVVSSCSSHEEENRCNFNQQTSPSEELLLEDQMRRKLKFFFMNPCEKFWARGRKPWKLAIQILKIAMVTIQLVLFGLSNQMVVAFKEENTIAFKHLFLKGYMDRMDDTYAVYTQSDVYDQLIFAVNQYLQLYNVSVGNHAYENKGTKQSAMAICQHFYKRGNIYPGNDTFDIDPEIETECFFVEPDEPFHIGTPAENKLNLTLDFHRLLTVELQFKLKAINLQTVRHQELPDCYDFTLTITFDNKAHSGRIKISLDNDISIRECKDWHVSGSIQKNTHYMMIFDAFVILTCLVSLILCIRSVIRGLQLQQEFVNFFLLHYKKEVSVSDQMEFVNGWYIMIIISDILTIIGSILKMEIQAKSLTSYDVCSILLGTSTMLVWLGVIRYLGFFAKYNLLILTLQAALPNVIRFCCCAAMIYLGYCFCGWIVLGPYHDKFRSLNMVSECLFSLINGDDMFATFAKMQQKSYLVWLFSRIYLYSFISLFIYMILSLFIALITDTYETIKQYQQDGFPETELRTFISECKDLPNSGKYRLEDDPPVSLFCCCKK
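system = HEK293 cells stably carrying human TRPML3-YFP | doses = one concentration, 3 µM nominal, 0.3% DMSO | timing = dye loading 1 h 37 °C then 30 min ambient, 125 s read | detection = Fluo-8 calcium dye fluorescence, ex 470-495, em 515-575 nm | benchmarks = high control carbachol 87 µM, low control DMSO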
zfTRPN1 agonist – zebrafish TRPN1 (NompC) channel agonism. HEK293 zebrafish TRPN1-YFP, Fluo-8 calcium fluorescence; 100% = response to 87 µM carbachol. activation, % at 3 µM. 220,000 tested, 0.18% active;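 active = activation above its plate's cutoff, the mean activation of test wells on that plate plus 3 SD, cut at about 19% in these data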;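 also: 0% = DMSO alone and 100% = 87 µM carbachol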
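Material: zebrafish TRPN1-YFP in HEK293 cells. Doses: one dose of 3 µM, 0.3% DMSO. Incubation: dye 1 h 37 °C plus 30 min RT. Measured by: intracellular calcium fluorescence with Fluo-8.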
The depositor's hits bear a star; . = no result given; & = joins results of further samples; [ ] = another dose, or the depositor's remark. These rows are one share of the data. The share of hits here may be higher or lower than overall.

Values in the order: PPC-1+TRAIL kill	NPY1 pot ag	14-3-3 Bad PPI	CHOP inhibitor	EP2 modulator	EP2 antag	NPY Y1 blocker	TRPML3 agonist	zfTRPN1 agonist
(1) CCOC(=O)c1cn2nc(OP(=S)(OCC)OCC)cc2nc1C
 : -2	-35	2	47	45	10	12	-0.2	-0.5
(2) O=C(CN1CCCCC1)Nc1ccc(Br)cc1C(=O)c1ccccc1Cl
 : 11	-5	-4	25	34	.	1	-0.4	0.9
(3) C1CC2NCCC3NCCC(N1)N32 (configuration not stated)
 : 13	-8	-1	25	-6	-1	.	0.9	1.6
(4) COCCNC(=O)c1c(NC(=O)c2ccc(Br)o2)n(Cc2ccccc2)c2nc3ccccc3nc12
 : 13	0	-3	20	39	11	11	0.4	0.9
(5) CCN1CCN(c2ccc(N)cc2)CC1
 : -23	10	-7	9	11	3	2	1.1	1.6
(6) COc1ccc(CCn2c(O)c(C=Nc3ccc(NC(C)=O)cc3)c(=O)[nH]c2=O)cc1OC
 : -7	12	7	2	6	10	.	0.9	2.6
(7) Clc1cc(Cl)cc(NC2=NCCS2)c1
 : 9	26	-1	3	2	11	.	0.1	-0.2
(8) O=C1/C(=C/c2cc3c(cc2Cl)OCO3)N2CCC1CC2
 : 25	-3	-15[fluorescence artefact?]	31	9	10	-3	-0.9	-0.4
(9) C=CCn1c(O)c(C(C)=Nc2ccc3c(c2)CCC3)c(=O)[nH]c1=O
 : 6	-14	0	4	-36	12	.	-1.1	1.1
(10) O=C1NC(=O)N(c2ccc(F)cc2)C(=O)/C1=C/c1ccsc1
 : 2	-17	5	-29	-53	5	8	0.3	-2.0
(11) CN1CCN(c2nc(N)c(Br)c(Cl)n2)CC1
 : 0	-1	-6	15	-5	19	.	0.1	0.9
(12) O=c1[nH]c(=O)n(CCC2=CCCCC2)c(O)c1/C=N/Nc1ccccc1
 : 16	9	2[fluorescence artefact?]	61	3	4	4	0.6	0.1
(13) Cc1ccc(-c2nc3ccccc3c(=O)n2-c2cc(C)ccn2)cc1
 : 28	-19	-9	0	21	8	-7	-0.8	0.4
(14) CCOc1cc(-c2nc3c(C)cccn3c2NCC2CCCO2)ccc1O (configuration not stated)
 : 10	1	67	-25	-63	6	5	-0.2	-0.4
(15) Cn1c(N2CCNCC2)nc2ccccc21
 : 14	-7	9	65	-15	6	7	0.8	1.4
(16) CC(C)CCn1c(=O)c(C(=O)NCc2ccco2)c(O)c2ccccc21
 : 6	-13	-5	4	21	3	.	0.4	1.9
(17) CNC(C(=O)c1ccccc1)C(OC)c1ccc(C)cc1 (configuration not stated)
 : 1	0	7	20	29	5	8	0.0	1.2
(18) O=C1NC(=O)N(Cc2ccccc2)C(=O)/C1=C/c1cnc(-c2ccccc2)nc1
 : 11	1	4	-3	-4	16	2	0.8	-0.8
(19) CCCCC(=O)C1C(=O)NC(=O)NC1=O
 : 1	12	37[fluorescence artefact?]	1	22	3	-2	-0.2	-0.1
(20) CCCCn1c(=O)c(C=Nc2cccnc2Cl)c(O)n(CCCCl)c1=O
 : 19	-6	11[fluorescence artefact?]	66	53	3	2	0.4	4.5
(21) CCC(=O)c1cn(Cc2ccccc2)c2ccccc12
 : 17	-8	-8	12	40&45	8&5	4	-0.2	-2.1
(22) CCCCCn1c(=O)c(C(=O)Nc2nc(CC(=O)OCC)cs2)c(O)c2ccccc21
 : 17	-2	-5	92*	-8	1	1	0.7	0.2
(23) Cc1oc(-c2ccc(Cl)cc2)nc1CS(=O)CC(=O)N1CCC2(CC1)OCCO2 (configuration not stated)
 : 11	-10	1	-2	12	1	0	0.5	0.1
(24) Cc1nn(Cc2ccccc2)c(C)c1C(=O)OCC(=O)Nc1cccc(S(N)(=O)=O)c1
 : 18	-13	-17	13	14	7	5	1.0	1.0
(25) CCC(C)NC(=O)CN1C(=O)CN=C(c2ccccc2)c2ccccc21 (configuration not stated)
 : 16	-4	-4	-3	-12	4	-3	0.0	-1.0
(26) CC1CCC[C@H](O)CCCCCc2cc(O)cc(O)c2C(=O)O1 (some centres not stated)
 : -2&-3	5&13	7&-2	38&36	30	10	9&5	1.6&1.4	2.9&3.8
(27) C(=NC12CN3CN(CN(C3)C1)C2)c1cccs1
 : -6	4	6[fluorescence artefact?]	8	-4	14	2	-0.4	0.0
(28) Nc1ccc2cc(Br)ccc2c1
 : 14	-13	-9	-3	-34	11	-2	0.5	1.0
(29) COc1cccc(-n2c(=S)[nH]c3ccccc3c2=O)c1
 : -3	-10	-10	16	-17	3	-2	-0.5	-2.2
(30) CC12CN3CC(C)(CN(C1)C3c1ccco1)C2=O (configuration not stated)
 : 1	3	2	-3	10	12	-5	0.9	1.4

2 compounds drawn at random from the list so far, as already listed:
Values in the order: PPC-1+TRAIL kill	NPY1 pot ag	14-3-3 Bad PPI	CHOP inhibitor	EP2 modulator	EP2 antag	NPY Y1 blocker	TRPML3 agonist	zfTRPN1 agonist
(22) CCCCCn1c(=O)c(C(=O)Nc2nc(CC(=O)OCC)cs2)c(O)c2ccccc21
 : 17	-2	-5	92*	-8	1	1	0.7	0.2
(21) CCC(=O)c1cn(Cc2ccccc2)c2ccccc12
 : 17	-8	-8	12	40&45	8&5	4	-0.2	-2.1

Next part.
Values in the order: PPC-1+TRAIL kill	NPY1 pot ag	14-3-3 Bad PPI	CHOP inhibitor	EP2 modulator	EP2 antag	NPY Y1 blocker	TRPML3 agonist	zfTRPN1 agonist
(31) O=c1[nH]c(=S)n(C2CC2)c(O)c1C=Nc1cccc(C(F)(F)F)c1
 : 18	-2	-4	95*	14	9	1	0.8	0.5
(32) CCOC(=O)/C(=N\Nc1ccccc1)N1CC1
 : 9	12	-7	0	17	8	-5	0.9	0.3
(33) CCOc1ccc(/C=C2/C(=O)NC(=O)N(CCc3ccc(F)cc3)C2=O)cc1
 : 6	-3	-17[fluorescence artefact?]	18	14	3	-6	1.1	0.7
(34) Cc1ccc2c(c1)C1CN(C)CCC1N2C(=O)COc1ccc(S(=O)(=O)N2CCOCC2)cc1 (configuration not stated)
 : -4	1	-5	-4	-7	8	3	0.8	-0.3
(35) O=C(c1cc(C(=O)NCc2ccc(Cl)cc2)c(=O)n(Cc2ccc(Cl)cc2)c1)c1cc(F)ccc1O
 : 29	-3	8	37	2	5	-1	0.9	0.8
(36) CCN1CCN(C(=O)Cc2coc3ccc4ccccc4c23)CC1
 : -20	-5	13	12	-7	12	0	0.7	-0.7
(37) C=CCn1c(O)c(C(CC)=NCCC2=CCCCC2)c(=O)[nH]c1=O
 : 20	-23	1	26	10	4	7	-1.0	-1.7
(38) CCN(CC)c1ccc(N=Cc2c(O)n(CCc3ccc(OC)c(OC)c3)c(=O)[nH]c2=O)cc1
 : 14	-2	10	33	42	8	6	0.9	-0.2
(39) CN1CCN(c2ccc(N)cc2Cl)CC1
 : 5	6	1	18	9	8	2	0.9	1.6
(40) CCN(CC)CCCN=C(C)c1c(O)n(-c2ccc(C)cc2)c(=O)[nH]c1=O
 : 11	-6	-6	3	6	12	0	0.9	0.5
(41) CC(Cc1ccccc1Sc1ccc(O)cc1)N(C)C (configuration not stated)
 : 2	0	-4[fluorescence artefact?]	44	-21	12	2	1.1	1.1
(42) COc1cccc(N2C(=O)NC(=O)/C(=C/c3ccc([N+](=O)[O-])s3)C2=O)c1
 : -5	-3	7	-68	-43	4	.	0.7	3.1
(43) CCc1ccc(N2C(=O)NC(=O)/C(=C/c3cccn3CCOc3ccc(C)cc3)C2=O)cc1
 : -5	-6	-3	90*	3	9	-1	1.3	1.8
(44) O=C(c1ccccc1)C1NC1c1ccccc1 (configuration not stated)
 : -7	-1	-5	10	-9	8	.	0.3	-0.1
(45) CN1CCN(Cc2cn3cccnc3n2)CC1
 : 5	1	-15	9	14	4	-2	1.3	0.1

Whole records from above:
Profile of O=C1NC(=O)N(c2ccc(F)cc2)C(=O)/C1=C/c1ccsc1 = PPC-1+TRAIL kill: 2; NPY1 pot ag: -17; 14-3-3 Bad PPI: 5; CHOP inhibitor: -29; EP2 modulator: -53; EP2 antag: 5; NPY Y1 blocker: 8; TRPML3 agonist: 0.3; zfTRPN1 agonist: -2.0
Profile of Cn1c(N2CCNCC2)nc2ccccc21 = PPC-1+TRAIL kill: 14; NPY1 pot ag: -7; 14-3-3 Bad PPI: 9; CHOP inhibitor: 65; EP2 modulator: -15; EP2 antag: 6; NPY Y1 blocker: 7; TRPML3 agonist: 0.8; zfTRPN1 agonist: 1.4

The list goes on:
Values in the order: PPC-1+TRAIL kill	NPY1 pot ag	14-3-3 Bad PPI	CHOP inhibitor	EP2 modulator	EP2 antag	NPY Y1 blocker	TRPML3 agonist	zfTRPN1 agonist
(46) COc1ccc(OC)c(N2C(=O)NC(=O)C3(Cc4cc(C)ccc4N(C)C3)C2=O)c1 (configuration not stated)
 : -25	12	-4	-4	14	6	6	-0.2	2.9
(47) CN(C(=O)c1ccco1)C1(c2ccccc2Cl)CCCCC1=O (configuration not stated)
 : 6	0	-10[fluorescence artefact?]	28	27	14	-1	0.7	1.1
(48) O=c1c2ccccc2nc(-c2cccs2)n1-c1ccccc1
 : 4	-27	5	51	36	-1	3	0.0	-0.9
(49) CCCCCCCC(=O)NC(Oc1ccccc1[N+](=O)[O-])C(Cl)(Cl)Cl (configuration not stated)
 : 13	-17	-9	64	28	5	-3	-0.8	0.1
(50) COC(=O)c1c(C)[nH]c(C(=O)C(C)[N+]23CCN(CC2)CC3)c1C (configuration not stated)
 : -9	-9	81*	-1	58	4	4	0.1	-0.9
(51) CCOC(=O)C(C)(CC)NC(=O)CSP(=S)(OCC)OCC (configuration not stated)
 : -4	6	-8	30	11	3	5	0.4	0.0
(52) Cc1ccc(CN2C3CCCC2CC(NC(=O)Nc2cccc(F)c2)C3)cc1 (configuration not stated)
 : -24	-1	-6	19	-107	28	-2	3.7	9.0
(53) O=C1NC(=O)N(c2ccccc2)C(=O)/C1=C/c1ccc(Sc2ccccc2)o1
 : .	2	9[fluorescence artefact?]	104*	-3	41*	-2	1.7	1.6
